Screening results as filed in PubChem BioAssay.
PLC-gamma1 inh: PLC-gamma1 (human) inhibition, primary screen. P19174. purified PLC-gamma1, fluorogenic substrate, fluorescence. inhibition, % at 12.2 µM. 0.84% of 370,000 active. AID 720700; in the data active = inhibition above about 9.5%
Target sequence (P19174 whole entry, looked up): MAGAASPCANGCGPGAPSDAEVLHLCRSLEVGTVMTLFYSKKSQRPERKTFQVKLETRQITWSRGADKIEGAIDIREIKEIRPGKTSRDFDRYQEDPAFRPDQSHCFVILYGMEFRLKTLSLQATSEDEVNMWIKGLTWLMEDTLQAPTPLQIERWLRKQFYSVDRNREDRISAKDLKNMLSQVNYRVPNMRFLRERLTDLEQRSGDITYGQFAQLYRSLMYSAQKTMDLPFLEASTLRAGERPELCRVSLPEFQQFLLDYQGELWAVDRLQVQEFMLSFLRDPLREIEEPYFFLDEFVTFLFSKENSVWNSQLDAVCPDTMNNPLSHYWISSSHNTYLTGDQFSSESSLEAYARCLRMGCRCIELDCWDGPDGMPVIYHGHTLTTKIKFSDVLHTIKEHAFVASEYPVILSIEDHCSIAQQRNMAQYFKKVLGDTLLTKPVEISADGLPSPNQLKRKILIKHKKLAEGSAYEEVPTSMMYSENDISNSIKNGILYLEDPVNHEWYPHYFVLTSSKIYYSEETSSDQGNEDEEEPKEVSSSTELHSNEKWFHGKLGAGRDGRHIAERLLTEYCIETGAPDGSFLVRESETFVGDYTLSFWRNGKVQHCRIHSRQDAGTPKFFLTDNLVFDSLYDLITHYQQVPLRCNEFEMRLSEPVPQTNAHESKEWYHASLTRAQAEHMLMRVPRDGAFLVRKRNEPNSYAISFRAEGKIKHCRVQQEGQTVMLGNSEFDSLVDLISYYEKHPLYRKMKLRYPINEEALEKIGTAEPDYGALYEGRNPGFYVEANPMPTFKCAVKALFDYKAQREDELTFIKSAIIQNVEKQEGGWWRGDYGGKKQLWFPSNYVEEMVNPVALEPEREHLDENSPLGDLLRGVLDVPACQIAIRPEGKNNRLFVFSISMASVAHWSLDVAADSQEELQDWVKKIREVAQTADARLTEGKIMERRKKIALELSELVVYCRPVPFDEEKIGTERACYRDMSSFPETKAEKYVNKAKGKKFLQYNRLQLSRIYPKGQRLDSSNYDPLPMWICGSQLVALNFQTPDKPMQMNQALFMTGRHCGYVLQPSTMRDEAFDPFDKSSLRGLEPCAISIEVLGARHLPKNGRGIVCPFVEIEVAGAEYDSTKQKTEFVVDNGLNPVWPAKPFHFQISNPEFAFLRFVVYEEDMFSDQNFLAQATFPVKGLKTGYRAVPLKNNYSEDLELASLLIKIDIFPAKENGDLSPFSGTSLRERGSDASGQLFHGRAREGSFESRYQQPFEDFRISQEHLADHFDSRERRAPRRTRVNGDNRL
ssDAF12 agonist: activates DAF-12 receptor from parasite S. stercoralis | HEK293 ssDAF-12/GRIP1 lit1-tk-luc reporter, luminescence; % of 3 µM dafachronic acid response | activation, % at 6.8 µM | 1% of 370,000 active;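 active = activation above the mean over all tested compounds plus 3 SD, cut at about 0.9% in these data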;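 also: 0% = DMSO-only wells and 100% = 3 µM delta7-dafachronic acid wells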
PLC-beta3 inh: PLC-beta3 (human) inhibition, primary screen; Purified PLC-beta3, fluorogenic substrate, fluorescence; inhibition, % at 12.2 µM; 0.18% of 370,000 active; AID 720704; in the data active = inhibition above about 11%;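 also: 0% = median of compound wells on plate and 100% = full blocker control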
ADAM17 inh: inhibitors of human ADAM17 | P78536 | recombinant ADAM17, EDANS/DABCYL FRET peptide cleavage | inhibition, % at 6.95 µM | 0.83% of 370,000 active | AID 720648;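 active = inhibition above the mean of compounds lying between control limits plus 3 SD, set per campaign, cut at about 8.5% in these data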;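 also: 0% = DMSO-only wells as the low control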
NR1D1 modulator: Rev-erb alpha (human) modulation; 0.79% of 370,000 active; activity, % at 10 µM; P20393; AID 1259318; Rev-erbα–FITC-DNA binding, fluorescence polarization, 90 min;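 active = activity above about 14%, limit read from the data; passing the limit was not always enough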;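 also: 0% = DMSO wells with 35 nM protein and 100% = DMSO wells with 750 nM protein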
MBD2 DNA inh: inhibitors of human MBD2 binding to methylated oligonucleotide; Q9UBB5; 0.31% of 370,000 active; inhibition, % at 4.4 µM; TR-FRET; in the data active = inhibition above about 13%
hgDAF12 agonist: activates the H. glycines DAF-12 receptor ligand-binding domain; HEK293 GAL4-hgDAF12 UAS-luciferase reporter, agonist luminescence; normalized to butyrate control; activation, % at 6.8 µM; 1.8% of 370,000 active; AID 687014;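 active = activation above a cutoff set at the mean of all screened compounds plus 3 SD, cut at about 10% in these data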;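 also: 0% = DMSO wells and 100% = sodium butyrate wells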
DAX1 inh-1: DAX1 (NR0B1) inhibition, primary screen; HEK293T StAR-luciferase reporter, SF-1/DAX-1 repression relief; inhibition, % at 6.8 µM; 1.1% of 370,000 active; AID 652010;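 active = inhibition above the mean over all tested compounds plus 3 SD, cut at about 3.6% in these data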;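 also: 0% = DAX-1 cells with DMSO and 100% = cells lacking DAX-1 with DMSO; higher inhibition means more luminescence from relief of DAX-1 repression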
hcDAF-12 act: activates DAF-12 receptor from parasite H. contortus; AID 652067; HEK293 hcDAF-12 lit1-tk-luc reporter, luminescence; 0% DMSO, 100% Δ7-dafachronic acid; 1.4% of 370,000 active; activation, % at 6.8 µM;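 active = activation above the mean of all tested compounds plus 3 SD, cut at about 5.5% in these data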;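 also: 100% = response to 3 µM Δ7-dafachronic acid high control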
SMARCA2 activ: increases SMARCA2 function in MMTV reporter cells; MG213 cells, MMTV-luciferase reporter, dexamethasone, overnight; activation, % at 9.1 µM; 1% of 370,000 active; AID 652017; in the data active = activation above about 7.8%;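 also: 0% = vehicle wells and 100% = reference activator wells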
DAX1 inh-2: inhibits human nuclear receptor DAX1 | P51843 | HEK293 Gal4-DAX1 luciferase reporter, luminescence | inhibition, % at 6.75 µM | 0.99% of 340,000 active | AID 504766;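 active = inhibition above the mean over all tested compounds plus 3 SD, cut at about 4.2% in these data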;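 also: 0% = DAX1-transfected cells with DMSO and 100% = empty-vector control cells with DMSO; inhibition shows as a rise in luminescence from relieved DAX1 repression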
Starred values were filed as active, the others as inactive; nt = not tested or not shown.

Preview:
SMILES	PLC-gamma1 inh	ssDAF12 agonist	PLC-beta3 inh	ADAM17 inh	NR1D1 modulator	MBD2 DNA inh	hgDAF12 agonist	DAX1 inh-1	hcDAF-12 act	SMARCA2 activ	DAX1 inh-2
Cc1cccc(C2N(c3ccc(F)cc3)C(=O)C3CCCN32)c1 (centres undefined)	5	-1.1	5	-1	3	-3	2.4	0.9	-1.3	1	-2.1
COc1ccc(C(=O)NCc2nnc(SCC(=O)NC3=NCCS3)n2C)cc1	5	-0.5	5	1	3	1	0.6	0.6	-2.0	-2	0.9
COc1cccc(-c2oc3c(c2C(=O)OCCN2CCCCC2)C(O)CCC3)c1 (centres undefined)	-12	0.9	-18	-9	3	-3	5.1	0.3	5.4	1	nt
O=C(NC(c1ccccc1)c1cc(Cl)c2cccnc2c1O)c1cccnc1 (centres undefined)	3	-1.1	9	5	-2	-3	-0.7	-0.4	-0.8	-3	nt
O=C(COC(=O)c1ccccc1NS(=O)(=O)c1ccc(Cl)cc1)NCc1ccccc1	1	-1.6	1	-2	2	2	0.1	-0.4	-0.8	3	1.6
Cc1ccc2c(C)c(C(=O)N3CCCC(C(N)=O)C3)oc2c1C (centres undefined)	1	0.2	-7	-2	4	-1	5.9	3.5	2.1	3	0.5
NC(Cc1ccc(C(F)(F)F)cc1)c1csc(Nc2cnccn2)n1 (centres undefined)	-5	-1.2	-7	-5	-1	4	1.7	-1.4	0.8	-1	nt
CNC(CC(C)C)C(=O)NC1C(=O)NC(CC(N)=O)C(=O)NC2C(=O)NC3C(=O)NC(C(=O)NC(C(=O)O)c4cc(O)cc(O)c4-c4cc3ccc4O)C(O)c3ccc(c(Cl)c3)Oc3cc2cc(c3OC2OC(CO)C(O)C(O)C2OC2C[C@](C)(N)C(O)C(C)O2)Oc2ccc(cc2Cl)C1O (some centres undefined)	0	-1.3	0	-6	-3	0	-1.1	-0.7	0.8	3	0.0
CCN(C[C@H]1N[C@@](CC)(C(=O)OC)[C@H]2C(=O)N(Cc3ccccc3)C(=O)[C@@H]12)C(=O)COc1ccccc1	-1	-1.3	1	-6	4	8	1.2	-0.1	-1.1	-4	-1.0
COc1ccc(C(=O)N(Cc2ccco2)Cc2cccs2)c(O)c1	1	-1.4	-4	1	4	3	-0.2	-0.6	-2.7	-2	0.7
COc1ccc(C(=O)NCC2CCN(C(=O)C(=O)c3cccs3)CC2)cc1	1	-0.9	0	-4	-6	5	3.0	-0.1	-1.7	-7	nt
Cn1c(=O)[nH]c(=O)c2c1nc(N1CCNCC1)n2Cc1ccccc1	1	-1.3	-5	-4	-1	2	-3.0	-0.1	-2.1	1	-1.0
O=c1[nH]c(C2CCN(S(=O)(=O)c3ccccc3)CC2)nc2c1nnn2Cc1ccccc1	2	-1.0	-2	0	-4	-3	2.5	-0.1	-0.4	2	-0.9

Results, from the start:
SMILES	PLC-gamma1 inh	ssDAF12 agonist	PLC-beta3 inh	ADAM17 inh	NR1D1 modulator	MBD2 DNA inh	hgDAF12 agonist	DAX1 inh-1	hcDAF-12 act	SMARCA2 activ	DAX1 inh-2
Cc1cccc(C2N(c3ccc(F)cc3)C(=O)C3CCCN32)c1 (centres undefined)	5	-1.1	5	-1	3	-3	2.4	0.9	-1.3	1	-2.1
COc1ccc(C(=O)NCc2nnc(SCC(=O)NC3=NCCS3)n2C)cc1	5	-0.5	5	1	3	1	0.6	0.6	-2.0	-2	0.9
COc1cccc(-c2oc3c(c2C(=O)OCCN2CCCCC2)C(O)CCC3)c1 (centres undefined)	-12	0.9	-18	-9	3	-3	5.1	0.3	5.4	1	nt
O=C(NC(c1ccccc1)c1cc(Cl)c2cccnc2c1O)c1cccnc1 (centres undefined)	3	-1.1	9	5	-2	-3	-0.7	-0.4	-0.8	-3	nt
O=C(COC(=O)c1ccccc1NS(=O)(=O)c1ccc(Cl)cc1)NCc1ccccc1	1	-1.6	1	-2	2	2	0.1	-0.4	-0.8	3	1.6
Cc1ccc2c(C)c(C(=O)N3CCCC(C(N)=O)C3)oc2c1C (centres undefined)	1	0.2	-7	-2	4	-1	5.9	3.5	2.1	3	0.5
NC(Cc1ccc(C(F)(F)F)cc1)c1csc(Nc2cnccn2)n1 (centres undefined)	-5	-1.2	-7	-5	-1	4	1.7	-1.4	0.8	-1	nt
CNC(CC(C)C)C(=O)NC1C(=O)NC(CC(N)=O)C(=O)NC2C(=O)NC3C(=O)NC(C(=O)NC(C(=O)O)c4cc(O)cc(O)c4-c4cc3ccc4O)C(O)c3ccc(c(Cl)c3)Oc3cc2cc(c3OC2OC(CO)C(O)C(O)C2OC2C[C@](C)(N)C(O)C(C)O2)Oc2ccc(cc2Cl)C1O (some centres undefined)	0	-1.3	0	-6	-3	0	-1.1	-0.7	0.8	3	0.0
CCN(C[C@H]1N[C@@](CC)(C(=O)OC)[C@H]2C(=O)N(Cc3ccccc3)C(=O)[C@@H]12)C(=O)COc1ccccc1	-1	-1.3	1	-6	4	8	1.2	-0.1	-1.1	-4	-1.0
COc1ccc(C(=O)N(Cc2ccco2)Cc2cccs2)c(O)c1	1	-1.4	-4	1	4	3	-0.2	-0.6	-2.7	-2	0.7
COc1ccc(C(=O)NCC2CCN(C(=O)C(=O)c3cccs3)CC2)cc1	1	-0.9	0	-4	-6	5	3.0	-0.1	-1.7	-7	nt
Cn1c(=O)[nH]c(=O)c2c1nc(N1CCNCC1)n2Cc1ccccc1	1	-1.3	-5	-4	-1	2	-3.0	-0.1	-2.1	1	-1.0
O=c1[nH]c(C2CCN(S(=O)(=O)c3ccccc3)CC2)nc2c1nnn2Cc1ccccc1	2	-1.0	-2	0	-4	-3	2.5	-0.1	-0.4	2	-0.9
CCn1ccc(C(=O)Oc2ccc(Cl)cc2)n1	0	-1.1	5	-1	3	2	1.8	-0.9	-0.9	1	0.8
CCN(C(=O)CSc1nc(N)cc(=O)[nH]1)c1c(N)n(Cc2ccccc2)c(=O)[nH]c1=O	1	-1.4	-3	0	0	-2	1.0	0.8	-2.0	-2	-0.9
COC(=O)[C@]12CCCCC=C1N(CCc1ccc(OC)c(OC)c1)C(=O)[C@H](CC(=O)N1CCC(c3ccccc3)CC1)C2	0	-0.2	6	1	-4	-3	-5.4	-2.1	-2.7	-2	nt
CN(Cc1ccccc1)C(=O)c1nc[nH]c1C(=O)N1CCc2ccccc2C1	1	-1.5	2	-2	-2	-4	-0.7	-0.4	-0.7	-1	0.7
Cc1occc1-c1n[nH]c(=S)n1-c1ccccc1	-2	-1.1	-1	0	0	-8	2.9	-0.1	0.9	1	0.0
CCOc1ccc(NC(=O)CN2CCN(CC(=O)Nc3ccc(OC)cc3OC)CC2)cc1	0	-1.6	-5	0	4	-3	-2.4	-0.3	1.7	0	-1.1
CC(C(=O)Nc1ccc(C#N)cc1)N1CCN(C(=O)C2CC2)CC1 (centres undefined)	1	-1.4	-4	-4	6	2	0.9	-1.3	3.1	0	1.0
CCN(CC(O)COc1ccc(OCC(O)CN(CC)C2CCCCC2)cc1)C1CCCCC1 (centres undefined)	1	-1.2	-1	-6	4	5	-1.0	0.6	-1.6	0	-0.9
Cc1cc(C)cc(Oc2nn[nH]n2)c1	-4	-1.7	-1	-2	0	2	0.5	0.4	-2.2	-1	-0.1
CCN(CC)C(=O)COc1coc(CN2CCN(c3ccccc3F)CC2)cc1=O	-2	-1.3	-5	-3	-4	-1	0.9	0.6	1.2	-4	-0.3
CC(=O)c1nn(-c2ccc(C(F)(F)F)cc2)c(=O)[nH]c1=O	-1	-1.2	-4	-1	-2	1	1.4	-0.2	-0.5	3	-0.6
CCOc1ncccc1C(=O)NNC(=O)c1cccc(S(=O)(=O)Nc2ccc(OC)cc2)c1	4	-1.4	-1	4	0	0	-2.9	-1.5	1.2	2	0.8
Cc1ccc(NC(=O)CO/N=C/c2ccccc2C)c(C)c1	0	-2.4	-5	-4	1	2	-3.0	-0.5	-1.4	-3	-1.0
CC(=O)NC(Cc1c[nH]c2ccccc12)C(=O)N1CCc2ccccc2C1 (centres undefined)	-1	-0.2	-5	-4	-3	2	0.1	0.2	0.6	-3	-0.3
Fc1ccc(Nc2ccc(-c3ccc(F)cc3)nn2)cc1	0	-1.1	-3	-1	8	3	9.8	2.2	0.0	4	-0.2
O=C(O)c1ccc(CNS(=O)(=O)c2ccc3ccccc3c2)cc1	-1	-0.8	-8	-3	-11	7	-1.8	-0.4	0.6	2	-0.4
CC(=O)c1cc(-c2ccc3c(c2)OCO3)c(=O)n2c1CCC2	-1	-0.1	-4	0	6	2	3.7	1.0	1.7	-1	nt
COc1ccc(-c2nc(CS(=O)CC(=O)NCc3ccc(F)cc3)c(C)o2)cc1 (centres undefined)	1	-1.1	-4	-1	-1	-3	-1.4	0.0	-0.7	0	1.1
COc1ccc(-c2nnc(SCC(=O)Nc3ccc(Oc4ccccc4)cc3)n2Cc2ccco2)cc1	-3	-1.2	-11	1	-2	4	0.9	-2.4	0.1	-4	nt
CC1CC1C(=O)OCC(=O)N(C)CC(=O)Nc1ccc(F)cc1 (centres undefined)	-1	-1.1	-4	-1	-3	2	-1.7	0.2	-0.3	-1	0.1
NS(=O)(=O)c1ccc(CCNC(=S)Nc2ccc(F)cc2)cc1	-2	-1.0	2	0	2	-6	0.8	0.2	-1.8	-2	-1.2
CC(NC(=O)COC(=O)c1ccccc1O)C1CC2CCC1C2 (centres undefined)	-4	-1.3	-5	-1	3	2	-1.5	0.8	-0.2	-4	-0.4
COC(=O)c1cc(C(=O)OC)cc(-n2c(C)cc(C=O)c2C)c1	-11	-1.7	-18	-15	-2	8	0.6	1.1	-1.2	-5	-1.0
O=C(NC1CC1)c1cccc(Oc2ccccc2)c1	2	-1.1	-3	1	6	-5	2.3	0.7	-1.1	4	0.3
Cc1c(NC(=O)c2ccc(N(C)S(=O)(=O)c3ccccc3)cc2)c(=O)n(-c2ccccc2)n1C	-2	-1.8	2	-1	0	1	-0.7	-0.3	-1.8	-3	0.3
CC1(C)Cc2nc3sc(C(=O)NCCO)c(N)c3cc2CO1	-80	-0.6	-104	-5	-3	-4	5.3	0.3	0.8	1	1.8
Cc1ccc(NC(=O)CC2SC3=NCCCN3C2=O)c(C)c1 (centres undefined)	-39	-1.0	-47	-3	-5	2	3.7	0.5	0.3	2	-0.1
CC(=O)Nc1nc2ccccc2n1Cc1ccccc1	3	-1.8	1	-1	-2	-4	-3.4	-0.8	0.1	-2	0.5
Cc1c(CNCCc2ccccc2)c(C(=O)O)c(C)n1-c1ccccc1	-4	-1.3	-13	-4	4	-3	-2.2	-0.6	0.2	-2	-0.5

No enrichment for hits; overall some 7.4% were active at least once.
